# DT40 TDP1 no CPT – qHTS for Inhibitors of human tyrosyl-DNA phosphodiesterase 1 (TDP1): qHTS in cells in absence of CPT. 420,000 compounds, 15% hits. Potency, µM (doses to about 46.2 µM), for the others: top-dose activity change, negative = growth inhibition, actives largely listed as inhibitors. DT40 Tdp1-/- hTDP1 cells, no CPT, ATP luminescence, 48 h. AID 686978, 2013; active means well fitted inhibition curve with a large enough effect; inconclusive means small, poorly fitted or top-dose-only effect; further: nearly all actives have a fitted effect of over 55% in size
#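 Cells were dispensed at 400 per well, compounds added by pin tool, plates incubated ≥48 hr at 37 °C, then CellTiter-Glo added for 30 min at room temperature before luminescence reading. Line: DT40 Tdp1-/- complemented with hTDP1; camptothecin omitted.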
# * marks the source's active call; other numbers are inactive results; ? = inconclusive; & = joins results of further samples. On the % scale 0 is the no-effect control and ±100 the full control effect; potency means the concentration at half of the fitted maximal effect. An excerpt; the hit share may differ from the screen's.
entry | structure | DT40 TDP1 no CPT
1 | CC(C)N=C1CCCC1C(=S)SSC(=S)C1CCCC1=NC(C)C (centres undefined) | 0.16µM*
2 | C[C@@H]1CN([C@H](C)CO)S(=O)(=O)c2ccc(-c3ccc(C#N)cc3)cc2O[C@H]1CN(C)C(=O)Nc1cc(F)ccc1F | 2.3µM*
3 | CC(C)NC(=O)C1(C)CN(S(C)(=O)=O)CC(=O)N1CCc1ccccc1 (centres undefined) | 12%
4 | CCCNC(=O)C1CC(c2ccccc2[N+](=O)[O-])=NO1 (centres undefined) | -3%
5 | CCC(C)Cn1cnc2c(SCc3ccccn3)nc(N)nc21 (centres undefined) | ?
6 | O=C(c1cncs1)N(Cc1cc2cc3c(cc2nc1N1CCOCC1)CCC3)CC1CCCO1 (centres undefined) | -12%
7 | FC(F)(F)c1ccccc1Cc1c(C2CCCCC2)nc2ccc(Cl)cn12 | ?
8 | C[C@H]1CN([C@@H](C)CO)C(=O)CCCn2cc(nn2)CO[C@@H]1CN(C)C(=O)Nc1cccc2ccccc12 | ?
9 | Cc1ccc2nc(-c3cccc(Cl)c3)c(Cc3ccccc3)n2c1 | 16µM*
10 | CCNC(=O)C1(C)CCCN(C(=O)c2cc(C)n(C(C)(C)C)n2)C1 (centres undefined) | -25%
11 | O=C1C=C(c2n[nH]nc2-c2ccccc2)C[C@@H](c2ccc(F)cc2)C1 | 16µM*
12 | CCCC(=O)N1CCCN(c2nc(N)c3cc(OC)c(OC)cc3n2)CC1 | -21%
13 | O=S1(=O)C[C@@H](N2CCC[C@@H]2CO)[C@H](COCc2ccccc2)N1 | -22%
14 | CCCCCCN1C[C@@H](O)[C@H](n2cc(COC(=O)c3ccccc3)nn2)C[C@@H]1c1ccc(OC)cc1 | ?
15 | COC(=O)[C@@]12C[C@@H](CC(=O)NCCc3ccccc3OC)C(=O)N(Cc3ccc4c(c3)OCO4)C1=CCC(C)(C)C2 | ?
16 | Oc1cccc(CN2CCOCC2)c1O | ?
17 | CC1(C)Cc2c(sc(NC(=O)Cc3ccccc3)c2C#N)C(C)(C)N1 | ?
18 | CC(=O)Nc1ccc(CN(C)c2c(C)nc3ccc(C(=O)N(C)Cc4ccco4)cn23)cc1 | ?
19 | CCOC(=O)C1=CC[C@@H](c2ccccc2)N(S(=O)(=O)c2ccc(C)cc2)[C@H]1c1ccc(C#N)cc1 | 9.2µM*
20 | Cc1cc(C)n2nc(C(=O)OCC(=O)Nc3cc(S(=O)(=O)N4CCOCC4)ccc3Cl)nc2n1 | -1%
21 | COc1cc(C=C2CCCC(=Cc3ccc(OCC4CO4)c(OC)c3)C2=O)ccc1OCC1CO1 (centres undefined) | 3.7µM*
22 | CC(=O)Nc1ccc(C=NNc2nnc(NN=Cc3ccc(NC(C)=O)cc3)c3ccccc23)cc1 | 4.1µM*
23 | COc1ccccc1-c1nnc(SC(C)C(=O)NCC2CCCO2)n1C (centres undefined) | -8%
24 | CC(C)=CCC/C(C)=C/CC/C(C)=C/CCC(=O)OC/C=C(\C)CCC=C(C)C | -13%
25 | CC1(C(=O)NS(=O)(=O)c2ccc(F)cc2F)CCN1C(=O)C1CCCCC1 (centres undefined) | -2%
26 | COc1cc(-c2cc(C)c3c(OC)ccc(OC)c3n2)cc2c1OCCN(C(=O)CCn1ccc(C)n1)C2 | ?
27 | CCC(O)CNC(=O)c1cnn(-c2ncc3c(n2)-c2ccccc2CCC3)c1C1CC1 (centres undefined) | ?
28 | FC(F)(F)c1ccc(-c2cccc3c2C2CC3CCN2)cc1 (centres undefined) | ?
29 | C#CCN(C[C@H]1[C@H](OC(=O)Nc2c(C)noc2C)[C@H](OC(=O)Nc2c(C)noc2C)C[C@@H](C(=O)OC)[C@H]1C(=O)OC)S(=O)(=O)c1ccc(C)cc1 | 15µM*
30 | COc1ccc(CN2CCCC(Cn3cc(C(=O)N4CCCC4)nn3)C2)c(O)c1 (centres undefined) | -6%
31 | COc1ccccc1N1CCN(c2nc(CNC(=O)c3cc(C)oc3C)nc3ccccc23)CC1 | ?
32 | O=C1CCC([N+](=O)[O-])C(C2CC=CCC2)N1 (centres undefined) | -1%
33 | O=C(Nc1cc(Cl)ccc1N1CCOCC1)c1ccc2c(c1)OCO2 | ?
34 | Cc1cc(/C=C2/C(=N)N3C(c4ccccc4)=CSC3=NC2=O)c(C)n1-c1ccc(Cl)cc1 | 3%
35 | CCc1noc(C)c1C(=O)NCCN1C(=O)S/C(=C\c2ccccc2F)C1=O | 18µM*
36 | Cc1ccc(-c2nn(-c3ccccc3)cc2C=C2SC(=S)N(CCS(=O)(=O)O)C2=O)cc1 | ?
37 | CC1(C)S[C@@H]2[C@H](NC(=O)COc3ccccc3)C(=O)N2C1C(=O)OCC1CCCCC1 (some centres undefined) | -12%&-1%
38 | O=C(CC[C@H]1O[C@@H](n2cnc3c(NC(=O)c4ccccc4)ncnc32)[C@H](O)[C@@H]1O)NCC(F)(F)F | -8%
39 | COC(=O)c1ccccc1-c1cc(C)cc2c1OC(CNC(=O)c1cc(C)on1)C2 (centres undefined) | ?
40 | COc1ccc(C(NC(=O)C2CCN(C/C=C/c3ccc(OC(C)=O)c(OC)c3)CC2)c2ccccn2)cc1 (centres undefined) | 21µM*

# New compounds follow
cpd | Compound | DT40 TDP1 no CPT
41 | CCOC(=O)C1=C(C)N=c2s/c(=C/c3ccc(OCC(=O)O)c(OC)c3)c(=O)n2C1c1ccc(Cl)cc1 (centres undefined) | ?
42 | COc1ccc(S(=O)(=O)N2CCC(C(=O)N[C@H](C(=O)NCc3ccccc3)C(C)C)CC2)cc1 | ?
43 | Cc1ccc(Cn2c(=O)c3ccccc3n3c(CCC(=O)O)nnc23)cc1 | 3%
44 | CCc1nc2ccc(C(=O)N3CCC(O)(Cc4ccccc4)CC3)cn2c1N(C)C(=O)Cc1ccccc1 | -26%
45 | COCOc1cccc(CN2CCC2(C)C(=O)Nc2cc(OC)ccc2OC)c1 (centres undefined) | ?
46 | COc1cccc(C(O)c2nc(/C=C/c3ccccc3)cs2)c1 (centres undefined) | ?
47 | Cc1ccccc1-n1c(-c2ccc(Br)o2)n[nH]c1=S | -22%
48 | COC(=O)CCCC[C@@H]1O[C@H](CCc2ccccc2)Cc2[nH][nH]c(=O)c21 | ?
49 | COC(=O)[C@]12CCCCC=C1N(CCC1=CCCCC1)C(=O)[C@H](CC(=O)NCCCCc1ccccc1)C2 | 18µM*
50 | O=C(NC(c1ccccc1)c1ccc2ccccc2n1)C1CCN(Cc2ccc(Oc3ccccc3)cc2)CC1 (centres undefined) | ?
51 | COc1ccc(C=C2SC(=S)NC2=O)cc1 | 18µM*
52 | Cc1noc(C)c1C(=O)N1CCC1(C)C(=O)NS(=O)(=O)c1ccc(Br)cc1 (centres undefined) | -2%
53 | CCCCN1C(=O)C(CC(=O)NC(c2ccccc2)c2ccccc2)CC(C(=O)N2CCCCCC2)=C1C (centres undefined) | ?
54 | C[C@@H]1CN([C@@H](C)CO)C(=O)CCCn2nncc2CO[C@H]1CN(C)Cc1cccc(C(F)(F)F)c1 | -2%
55 | COC(=O)[C@]12CCCCC=C1N(Cc1ccc3c(c1)OCO3)C(=O)[C@H](CC(=O)NCC13CC4CC(CC(C4)C1)C3)C2 | 18µM*
56 | CC(=O)NCC(=O)NCC1Cc2cc(C)cc(-c3ccccn3)c2O1 (centres undefined) | 2%
57 | CCCCN(C)C(=O)c1ccc(Nc2nc(C(N)Cc3ccccc3)cs2)nc1 (centres undefined) | 15µM*
58 | COc1cc2nc(N(C)C)nc(NC3CCN(C)CC3)c2cc1OC | 4µM*
59 | O=S(=O)(CC(O)(c1ccccc1)c1ccccc1)CC(O)(c1ccccc1)c1ccccc1 | ?
60 | Cc1ccc(C(=O)Nc2scc(-c3ccccc3)c2C(=O)O)cc1 | -28%
61 | CC1CC(=O)N(CCc2ccccc2)C(=O)C1 | -4%
62 | COc1cc(CNc2ncnc3c2ncn3[C@H]2CN(Cc3cccc(C(F)(F)F)c3)C[C@@H](COC(C)=O)O2)cc(OC)c1OC | ?
63 | COc1ccc(CCNC(=O)c2ccnc(C(C)(C)C)c2)cc1OC | ?
64 | COc1ccccc1S(=O)(=O)N(C)C[C@@H]1OCc2cnnn2CCCC(=O)N([C@@H](C)CO)C[C@@H]1C | -20%
65 | Cc1ccc([N+](=O)[O-])c(OCCCN2CCC(Cc3ccccc3)CC2)c1 | 21µM*
66 | Cc1cccc[n+]1CC(=O)c1ccc([N+](=O)[O-])cc1 | 16µM*
67 | C[C@H](CO)N1C[C@H](C)[C@H](CN(C)S(=O)(=O)c2ccc3ccccc3c2)OCc2cnnn2CCCC1=O | ?
68 | CCC(=O)NS(=O)(=O)c1ccc(-c2c(-c3ccccc3)noc2C)cc1 | -20%
69 | O=C1NC[C@H](Cc2ccccc2)N(C[C@H]2CCCN2C[C@H](Cc2ccccc2)N2C[C@H](Cc3ccc(O)cc3)N(CC3CCCCCC3)C(=O)C2=O)C1=O | ?
70 | CC(=O)Nc1ccc(-c2ccnc3c2CC(C)(C(=O)NCCN(C)C)O3)cc1 (centres undefined) | ?
71 | CCN1CCN(S(=O)(=O)c2ccc(Cl)c(C(=O)N(C)CC(=O)Nc3c(C)cccc3C)c2)CC1 | 8%
72 | COC(=O)c1cc(=O)c2c(ccc3oc(=O)ccc32)[nH]1 | -5%
73 | COc1ccc(CN2CC[C@H]3C=CC[C@@H](C(=O)NCc4cccnc4)[C@H]3C2=O)cc1OC | 2%
74 | Cc1cccnc1C(NC(=O)C1CCN(Cc2ccc(Oc3ccccc3)cc2)CC1)c1ccccc1 (centres undefined) | 18µM*
75 | CCOC(=O)C1C(=O)NC(C(=O)OCC)(C(=O)OCC)C1C(C)CC (centres undefined) | 1%
76 | c1cncc(OC2CCN(Cc3ccc4c(c3)CN(Cc3ccc5c(c3)OCO5)CCO4)CC2)c1 | ?
77 | COCCN1CCN(c2c(C)c(C)nc3cc(-c4cccc(OC)c4)nn23)CC1 | ?
78 | Cc1cn([C@H]2C[C@H](O)[C@@H](CNCc3ccccc3OCCCN3CCOCC3)O2)c(=O)[nH]c1=O | 8%
79 | Oc1c(N=Nc2nn[nH]n2)ccc2ccccc12 | 16µM*
80 | CCC(c1nnnn1-c1ccc(OC)cc1)N1CCN(C/C=C/c2ccccc2)CC1 (centres undefined) | ?
81 | COCCNC(=O)C1(C)CCCN(C(=O)c2ccc(F)cc2Cl)C1 (centres undefined) | -4%
82 | S=C(NCCc1ccccc1)N1CCCC1 | 9%
83 | COc1ccc(CNC(=O)OC23CN(C(=O)OC(C)C)N(C(=O)OC(C)C)CC2(O)CN(S(=O)(=O)c2ccc(C)cc2)C3)cc1OC (centres undefined) | ?
84 | CN1CC[C@@H]2C(=O)N3CCc4ccc(Br)cc4[C@@H]3C[C@@H]21 | -7%
85 | CCOC(=O)C1(C)CCN1C(=O)/C=C/c1ccccc1 (centres undefined) | -21%
86 | O=C(Nc1nnc(-c2ccc(Cl)s2)o1)C1CCCCC1 | ?
87 | CC(=O)Nc1ccc(CN2C(=O)C(Cc3ccccc3)ON=C2c2ncccc2C)cc1 (centres undefined) | ?
88 | O=C(OCc1cn([C@H]2C[C@H](c3ccccc3)N(CC3CCCCC3)C[C@@H]2O)nn1)c1ccccc1 | ?
89 | Cn1c(=O)[nH]c(NCCc2ccc(O)cc2)c([N+](=O)[O-])c1=O | 1%
90 | CN(C)c1ccc(C=Nc2ccc(/C=C/c3ccnc4ccccc34)cc2)cc1 | 18µM*
91 | COc1ccc(OC)c(Cc2cnc3nc(N)nc(N)c3c2C)c1 | 0.16µM*
92 | COc1ccc(C(C)C)cc1-c1cc(C(=O)NCc2cccc(C(F)(F)F)c2)[nH]n1 | ?
93 | C=C(c1ccc2nc(NC(=O)OC)[nH]c2c1)c1cccs1 | 0.82µM*
94 | COc1ccccc1-c1ncn(Cc2cccc(-c3ccccc3)c2)c1-c1ccco1 | 16µM*
95 | CC(C)(C)CC(=O)OCC(=O)[C@@]12OC(C)(C)O[C@@H]1C[C@H]1[C@@H]3CCC4=CC(=O)C=C[C@]4(C)[C@@]3(F)[C@@H](O)C[C@@]12C | -13%
96 | CC(=O)Nc1cc(-c2cccc(C(=O)NCCN(C)C)c2)cn2c(-c3ccc(C(C)=O)cc3)cnc12 | 21µM*
97 | CC(=O)NCCNC(=O)C1Cc2c(-c3ccc(Cl)cc3)ccnc2O1 (centres undefined) | -1%
98 | CC(C)C(NS(C)(=O)=O)c1nnc2n1CCN(Cc1cccc3ncccc13)CC2 (centres undefined) | -13%
99 | CCCCNC(=O)c1nc(C2CCN(S(=O)(=O)c3ccc(S(C)(=O)=O)cc3)CC2)oc1-c1ccccc1 | 13µM*
100 | CCc1nc2c(OCc3ccc(F)cc3)cccn2c1N(C)C(=O)c1ccc(C)cc1 | ?

# (listing goes on)
cpd | Compound | DT40 TDP1 no CPT
101 | C[C@]12C=CC(=O)N[C@@H]1CC[C@@H]1[C@@H]2CC[C@]2(C)[C@@H](C(=O)Nc3cc(C(F)(F)F)ccc3C(F)(F)F)CC[C@@H]12 | -11%
102 | COc1ccc(CN2C(=O)C(CC(=O)NCc3ccco3)CC(C(=O)N(C)C)=C2C)cc1 (centres undefined) | -21%
103 | COc1ccc(-c2nc3c(C)cc(Br)cn3c2CC2CCCCC2)cc1OC | ?
104 | Cc1cnc(C)c(-c2cccc3c2OC(CNC(=O)CN2C(=O)c4ccccc4C2=O)C3)n1 (centres undefined) | -2%
